ER stress rescue: rescue of cells from ER stress-induced death, primary screen, 384-well, CSM14.1, thapsigargin, ATP luminescence (AID 1222) | CSM14.1 thapsigargin-induced death rescue, ATP luminescence; higher % means a stronger effect | one-dose cellular ATP content (survival), % at 20 µM; EC50 in µM for titrated hits | 190,000 tested, under 10 active;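 active = EC50 below 50 µM in the dose-response confirmation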;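 note: death triggered by thapsigargin at about 15 µM added after 2 h compound pretreatment; cell ATP read after overnight thapsigargin exposure of roughly 18 to 22 hours; normalized against plate controls of thapsigargin alone and 5% DMSO vehicle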
SV40 large T antigen: TAg ATPase/helicase activity blockers – biochemical (AID 1903); SV40 large T antigen ATPase/helicase inhibition assay; higher % means a stronger effect; inhibition, % at 20 µM, or IC50 in µM where a hit was titrated; 0.39% of 310,000 active; in the data active = a potency from the dose series; inconclusive = inhibition mostly from about 32% at the one dose, without a potency; inactive = the rest, 99 in 100 with inhibition below about 32%; note: strong numbers were not always called active
LYP inhibition: PTPN22 lymphoid phosphatase activity blockers – biochemical, fluorescence intensity, uHTS (AID 1779); recombinant LYP phosphatase, fluorescence intensity; higher % means a stronger effect; inhibition, % at 11.5 µM; hits with a dose series show IC50 in µM; 0.054% of 290,000 active; in the data active = inhibition above about 50%;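 note: plate controls were vehicle with enzyme for no effect and no enzyme for full effect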
NS5 inhibitors: flavivirus cap methylation enzyme inhibition – biochemical, confirmation dose response, primary screen (AID 588689); Dengue-2 NS5 methyltransferase capping enzyme assay, biochemical; higher % means a stronger effect; inhibition, % at 25 µM; hits with a dose series show IC50 in µM; 0.3% of 340,000 active; in the data active = a potency from the dose series; inconclusive = inhibition above about 29% without an active follow-up result
GPR35 arrestin U2OS: GPR35 antagonists blocking zaprinast-driven arrestin recruitment, primary screen, imaging, U2OS, beta-arrestin-GFP, zaprinast agonist (AID 2058); one-dose inhibition, % at 10 µM; IC50 in µM for titrated hits; 0.052% of 290,000 active; U2OS GPR35 beta-arrestin-GFP translocation imaging, zaprinast antagonism; higher % means a stronger effect;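 active = inhibition of at least 50% with at least 30 cells and total cytoplasm GFP at most 10,000,000; inconclusive = under 30 cells or total GFP of 10,000,000 plus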
PhoP inhibition: PhoP-dependent GFP reporter repression – Salmonella Typhimurium, primary screen (AID 1863); S. Typhimurium PhoP-regulated promoter GFP reporter, 4 h; higher % means a stronger effect; one-dose inhibition, % at 50 µM; IC50 in µM for titrated hits; 0.16% of 300,000 active;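 active = inhibition over 29.93%, a cutoff 3 SD above the screen mean, later confirmed by dose response; inconclusive = inhibition over 29.93% but no dose response follow-up; inactive = inhibition at most 29.93% or unconfirmed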;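 note: 0% = low Mg2+ inducing control and 100% = high Mg2+ repressing control; strong numbers were not always called active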
RSV antiviral HEp-2: RSV antiviral activity via CPE protection, HEp-2 cells, primary 10 µM value included (AID 2391); 0.13% of 310,000 active; HEp-2 cells, RSV-induced CPE inhibition; higher % means a stronger effect; CPE inhibition, % at 10 µM, or IC50 in µM where a hit was titrated; in the data active = a potency from the dose series; inconclusive = CPE inhibition mostly from about 23% at the one dose, without a potency; inactive = the rest, 99 in 100 with CPE inhibition below about 21%; note: strong numbers were not always called active
Rac1 GTP hydrolysis: MgcRacGAP GTPase-activating activity inhibitors, confirmation, biochemical, ADP Hunter fluorescence; MgcRacGAP-stimulated Rac1 GTP hydrolysis, ADP Hunter fluorescence; higher % means a stronger effect; GST-tagged Rac1 F28L mutant substrate; inhibition, % at 30 µM, or IC50 in µM where a hit was titrated; 0.6% of 340,000 active; AID 624330;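 active = first-screen hits whose inhibition reached a set limit at any dose in the follow-up dose series; inconclusive = inhibition above the set first-screen limit but never retested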;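 note: fluorescence reports GDP produced by GAP-driven GTP hydrolysis; strong numbers were not always called active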
West Nile virus CPE: inhibition of WNV-induced cytopathic effect – cell-based, CPE readout (AID 1621); West Nile virus-infected cells, CPE inhibition; higher % means a stronger effect; one-dose CPE inhibition, % at 10 µM; IC50 in µM for titrated hits; 0.02% of 290,000 active; in the data active = a potency from the dose series; inconclusive = CPE inhibition mostly from about 3.7% at the one dose, without a potency; inactive = the rest, 99 in 100 with CPE inhibition below about 2.2%; note: strong numbers were not always called active
NS5 inhibitors pilot replicate: recorded beside NS5 inhibitors, whose call it bears; inhibition, %; measured here: pilot screen replicate inhibition
An asterisk follows results filed as active; ? = inconclusive; . = not tested or not shown.

SMILES	ER stress rescue	SV40 large T antigen	LYP inhibition	NS5 inhibitors	GPR35 arrestin U2OS	PhoP inhibition	RSV antiviral HEp-2	Rac1 GTP hydrolysis	West Nile virus CPE	others
O=C(CC(c1ccccc1)C1CCCCC1=O)c1ccco1 (centres undefined)	2.5%	9.8%	-0.5%	0.0%	1.9%	4.7%	1.2%	15.9%	0.7%
COc1ccc(/C(C)=N/NC(=O)CNC(=O)/C=C\c2ccco2)cc1	-0.7%	6.7%	0.1%	-9.1%	-17.4%	-4.7%	0.2%	1.1%	-0.6%
Cc1cccn2cc(CNC(=O)c3ccc(Br)o3)nc12	-1.6%	3.6%	-4.3%	-1.4%	22.8%	6.8%	0.4%	0.5%	0.1%
COc1cccc(NC(=O)C(=O)N2CCOCC2)c1	-2.6%	-82.3%	0.1%	4.3%	-3.0%	-20.9%	-0.5%	10.0%	0.0%
CC1CCN(CCNC(=O)c2ccc(NC(=O)C3CCCO3)cc2)CC1 (centres undefined)	.	-3.4%	-6.3%	-6.5%	3.0%	8.9%	1.1%	6.1%	-0.1%
COc1ccccc1NC(=O)C(=O)N/N=C/c1cccs1	-2.5%	9.9%	3.7%	0.7%	12.1%	-13.3%	0.2%	0.9%	0.4%
Cc1c(OC(C(=O)O)c2ccccc2)ccc2c(-c3ccccc3)cc(=O)oc12 (centres undefined)	.	20.7%	-3.5%	13.2%	-10.0%	-8.7%	-1.2%	2.5%	0.5%
CCOc1ccc(S(=O)(=O)N(C)C)cc1-c1nc2c(C(C)(C)C)nn(C)c2c(=O)[nH]1	1.2%	3.5%	-4.1%	-0.7%	-3.1%	8.9%	1.2%	-3.6%	0.1%
CCN1CCN(C(=O)Cn2nc(C)n3c(cc4c(OC)cccc43)c2=O)CC1	.	.	-18.5%	-1.7%	10.5%	-1.4%	-3.0%	6.2%	-0.1%
Cn1c(O)c(C=NCC2CCNCC2)c(=O)n(C)c1=O	-0.4%	10.5%	-4.4%	.	4.5%	1.9%	.	.	-0.2%
Cc1ccc2oc(C(=O)N3CCN(Cc4nccn4C)CC3)c(C)c2c1	.	15.8%	-4.5%	-4.4%	-7.4%	8.2%	-0.5%	10.7%	-0.4%
Cn1c(C(C#N)C(=O)c2ccco2)nc2ccccc21 (centres undefined)	0.1%	16.9%	0.8%	10.7%	-7.0%	-4.9%	18.0%	7.0%	0.1%
CCOC(=O)C1CN(S(=O)(=O)c2ccc(Cl)cc2)c2cc(S(=O)(=O)CC)ccc2O1 (centres undefined)	2.3%	2.5%	-4.9%	.	4.4%	3.9%	-0.8%	.	0.3%
O=C(NCCCCCCCCCNC(=O)C(F)(F)F)C(F)(F)F	-0.9%	8.2%	0.7%	-3.2%	-10.5%	2.7%	0.6%	7.3%	-0.3%
Cc1ccc(Cl)cc1N1CCN(C(=O)Cc2ccc(-n3c(=O)[nH]c4ccsc4c3=O)cc2)CC1	-0.7%	9.8%	2.4%	-1.3%	-13.5%	-16.1%	?	3.7%	-0.3%
CC1CCCN(C(=O)c2cccc(S(=O)(=O)N3CCCc4ccccc43)c2)C1 (centres undefined)	.	21.5%	.	4.3%	.	5.8%	15.0%	8.6%	.
CCn1c(/C=C/c2ccc(O)cc2)nc2ccccc2c1=O	.	26.9%	-2.5%	-0.4%	5.8%	4.0%	3.8%	33.7µM*	-0.4%
O=C(O)CCNc1ccc(Cl)cc1	.	13.2%	-9.0%	14.7%	10.8%	-11.6%	2.7%	-13.8%	0.1%
Cc1ccc(-c2nc3ccccc3c(C(=O)NCc3cccs3)c2C)cc1	0.4%	2.8%	-4.9%	0.0%	11.6%	0.9%	6.1%	-8.9%	-0.2%
Cc1cc(C)cc(N(CC(=O)NC2CCCCC2)C(=O)c2csnn2)c1	.	16.2%	-6.3%	-8.3%	8.4%	1.4%	1.1%	3.7%	-0.3%
CCCCCCCCOC(=O)C1=C(C)Nc2nnnn2C1c1cccs1 (centres undefined)	0.0%	6.5%	0.2%	1.6%	-10.2%	7.6%	-2.1%	9.3%	1.4%
CCN(CC)S(=O)(=O)c1ccc(N2CCOCC2)c(NC(=O)Cc2ccccc2)c1	-2.4%	10.8%	-1.1%	-1.9%	0.0%	-2.0%	1.9%	6.3%	3.0%
COCCNC(=O)C(c1cccs1)N(CCc1ccccc1)C(=O)Cn1nnc2ccccc21 (centres undefined)	.	0.3%	1.0%	3.2%	-15.7%	1.6%	1.7%	4.0%	-0.7%
COc1ccccc1-c1cc(C(F)(F)F)nc(S(=O)(=O)CCCC(=O)NCc2ccc(F)cc2)n1	2.8%	23.6%	3.2%	-24.3%	-16.9%	-2.5%	0.5%	5.5%	-0.4%
COc1ccc(NC(=O)C2=C(C)Nc3ncnn3C2c2ccccc2C(F)(F)F)c(OC)c1 (centres undefined)	-1.2%	8.3%	1.5%	-18.7%	-6.5%	-2.9%	5.0%	2.8%	0.2%
COCCNC(=S)N/N=C/c1ccc(N2CCOCC2)cc1	-5.7%	19.5%	-8.9%	-0.9%	1.5%	-5.4%	-0.6%	5.6%	-1.0%
COc1ccc(C2=NN(C(=O)CSc3ncccn3)C(c3ccc(C)cc3)C2)cc1 (centres undefined)	1.7%	-3.7%	5.9%	-5.1%	-6.1%	1.4%	9.3%	-0.7%	3.3%
CCOc1ccc(NC(=S)Nc2ccc(C)c([N+](=O)[O-])c2)cc1	-1.1%	2.1%	-1.6%	5.0%	12.4%	6.8%	3.6%	7.7%	0.9%	NS5 inhibitors pilot replicate=-5.5
CC(=O)c1ccc(OCc2cc(C(=O)N(C)Cc3ccon3)no2)cc1	.	1.8%	-6.4%	-2.2%	-7.3%	5.7%	1.4%	7.5%	0.3%
CSCC[C@H](N)C(=O)N1CCC(C(=O)N[C@H](C(=O)NCc2ccccc2F)C(C)C)CC1	.	14.9%	-11.1%	-4.3%	6.6%	13.2%	0.3%	-1.7%	-0.3%
Cc1c(C(=O)Nc2ccc(S(=O)(=O)N3CCOCC3)cc2)cccc1[N+](=O)[O-]	.	-10.9%	-8.9%	5.2%	13.1%	9.5%	4.9%	8.1%	-0.7%	NS5 inhibitors pilot replicate=0.6
CC12CCC(C(=O)NNC(=O)c3ccccc3)(OC1=O)C2(C)C (centres undefined)	.	24.9%	-11.7%	-7.4%	1.6%	-5.8%	1.8%	3.2%	0.0%
COc1ccc(C(=O)N/C(=C/c2cccnc2)C(=O)Nc2cccc(C(C)=O)c2)cc1OC	.	14.3%	-1.1%	-1.8%	-2.1%	4.8%	1.7%	6.7%	0.2%
O=C1CCC(C(=O)N2CCCC(C(=O)c3ccc4c5c(cccc35)CC4)C2)=NN1 (centres undefined)	-1.8%	22.9%	-5.7%	-4.5%	8.3%	8.8%	7.7%	-1.6%	-1.6%
O=C(O)C1CCC(N2C(=O)c3cccc([N+](=O)[O-])c3C2=O)CC1 (centres undefined)	.	14.9%	-7.1%	-10.3%	6.6%	-4.9%	0.5%	-2.6%	0.1%
Cc1nnc(NC(=O)c2ccc(S(=O)(=O)N3CCCCC3C)cc2)o1 (centres undefined)	.	12.3%	-3.1%	-5.9%	-8.3%	-6.4%	0.5%	7.8%	0.1%
COc1cccc(C(=O)NNC(=O)C2CCCO2)c1 (centres undefined)	.	-0.3%	-13.0%	-5.0%	10.2%	1.5%	1.3%	-2.0%	-0.1%
O=C(NCCOC(=O)c1ccc([N+](=O)[O-])cc1)c1cccnc1	-1.5%	5.2%	-6.6%	-7.3%	-11.8%	-8.1%	1.9%	3.1%	0.4%
COc1cc2c(cc1OC)CN(Cc1cc(=O)oc3c(C)c(C)ccc13)CC2	21.8%	9.1%	-1.1%	-3.3%	-8.6%	-0.1%	6.0%	4.5%	-0.2%
COc1cc(C)c(C(C)C)cc1S(=O)(=O)n1cnc(C)c1	.	1.1%	4.4%	-2.8%	-2.6%	-10.0%	11.6%	7.4%	0.2%
Cn1c(=O)c2c(nc(SCCCC#N)n2Cc2c(F)cccc2Cl)n(C)c1=O	.	1.6%	0.0%	-4.3%	3.8%	1.8%	-0.1%	2.6%	-0.6%
Cc1cc(C)c2[nH]c(=O)c(CN(CC3CCCO3)C(=S)Nc3ccccc3)cc2c1 (centres undefined)	3.6%	2.2%	-4.2%	-1.1%	7.7%	-0.9%	0.5%	7.1%	-1.3%
O=C(CCCn1cc([N+](=O)[O-])cn1)NCc1ccccc1	-0.1%	1.6%	-3.3%	-5.3%	9.4%	6.8%	-0.9%	-1.9%	0.1%
Cn1cccc1C(=O)OCC(=O)NC(=O)NC1CCCCC1	-1.2%	9.7%	-2.4%	3.2%	1.6%	-3.9%	2.5%	2.2%	-0.8%
CCCOC(=O)C1=C(C)N(C)C(=O)NC1c1cc2c(cc1[N+](=O)[O-])OCO2 (centres undefined)	-0.2%	29.1%	-6.3%	1.5%	4.0%	-7.2%	-0.8%	7.7%	-0.5%

Reprinted from the part before: 2 compounds, then new ones.
SMILES	ER stress rescue	SV40 large T antigen	LYP inhibition	NS5 inhibitors	GPR35 arrestin U2OS	PhoP inhibition	RSV antiviral HEp-2	Rac1 GTP hydrolysis	West Nile virus CPE	others
Cn1cccc1C(=O)OCC(=O)NC(=O)NC1CCCCC1	-1.2%	9.7%	-2.4%	3.2%	1.6%	-3.9%	2.5%	2.2%	-0.8%
CCCOC(=O)C1=C(C)N(C)C(=O)NC1c1cc2c(cc1[N+](=O)[O-])OCO2 (centres undefined)	-0.2%	29.1%	-6.3%	1.5%	4.0%	-7.2%	-0.8%	7.7%	-0.5%
CC(=O)Nc1ccc(Nc2nc(C)nc3c2nnn3Cc2ccccc2Cl)cc1	.	10.3%	-8.9%	-9.5%	-0.5%	7.1%	6.3%	8.8%	-1.9%
CC(C)CCOc1ccc(C(=O)N2CCN(c3ncccn3)CC2)cc1	.	8.0%	-3.4%	-9.1%	12.2%	3.2%	0.9%	7.2%	1.1%
COc1ccc(-c2cc(C)no2)cc1S(=O)(=O)N1CCN(c2ccc([N+](=O)[O-])cc2)CC1	.	7.1%	-4.3%	-1.7%	-1.5%	-5.4%	2.3%	6.4%	0.4%
COc1ccc(CN2CCCCC2C)c(C)c1C (centres undefined)	1.6%	6.8%	-7.5%	-0.8%	4.9%	2.2%	-1.2%	7.4%	0.5%
Cc1nc2c(C)cccn2c(=O)c1NC(=O)c1cccc2ccccc12	.	3.9%	.	-1.4%	.	8.6%	0.5%	4.2%	.

Compounds above that have a cyano group, in the order listed:
SMILES	ER stress rescue	SV40 large T antigen	LYP inhibition	NS5 inhibitors	GPR35 arrestin U2OS	PhoP inhibition	RSV antiviral HEp-2	Rac1 GTP hydrolysis	West Nile virus CPE	others
Cn1c(C(C#N)C(=O)c2ccco2)nc2ccccc21 (centres undefined)	0.1%	16.9%	0.8%	10.7%	-7.0%	-4.9%	18.0%	7.0%	0.1%
Cn1c(=O)c2c(nc(SCCCC#N)n2Cc2c(F)cccc2Cl)n(C)c1=O	.	1.6%	0.0%	-4.3%	3.8%	1.8%	-0.1%	2.6%	-0.6%

Source: PubChem BioAssay (several laboratories)
